AmpC inh detg: inhibitors of E. coli AmpC beta-lactamase with detergent; P00811; AmpC hydrolysis of nitrocefin, absorbance 480 nm, 0.01% Triton; Potency, µM (highest dose often 114 µM), inactives show at the top dose activity change, negative = inhibition, actives largely listed as inhibitors; 0.041% of 370,000 active;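 further: potency means the concentration at half of the fitted maximal effect; 0% = no-compound wells and -100% = no-enzyme wells; nearly all actives have a fitted effect of over 25% in size; some results filed as inactive show a strong effect at the top dose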
Target sequence (P00811 whole entry, looked up): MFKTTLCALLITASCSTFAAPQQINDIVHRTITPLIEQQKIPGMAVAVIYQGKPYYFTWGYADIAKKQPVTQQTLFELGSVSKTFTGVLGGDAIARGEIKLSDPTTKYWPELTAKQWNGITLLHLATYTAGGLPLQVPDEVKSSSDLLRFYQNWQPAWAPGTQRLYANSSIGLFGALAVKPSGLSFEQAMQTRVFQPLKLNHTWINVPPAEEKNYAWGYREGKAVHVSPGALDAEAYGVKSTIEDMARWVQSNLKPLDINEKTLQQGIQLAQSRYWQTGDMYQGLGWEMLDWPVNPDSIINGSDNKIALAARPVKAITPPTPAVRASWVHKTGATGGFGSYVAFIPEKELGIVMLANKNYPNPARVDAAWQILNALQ
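AmpC (5.3 nM in the dispensed reagent) in 20 mM phosphate pH 7.0 with 0.01% (detergent screen) or 0.0001% Triton X-100 was preincubated with compounds for 15 min at room temperature. Nitrocefin was then added from an 800 uM solution, and hydrolysis was followed at 480 nm.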
HCV inh: inhibitors of hepatitis C virus infection; Huh7.5.1 HCVcc-Cre infection, luciferase reporter, 44 h; Potency, µM (highest dose often 41.8 µM), for inactives: at the highest dose activity change, negative = inhibition, usual class: inhibitors; 3.4% of 340,000 active; AID 651820; further: potency means the concentration at half of the fitted maximal effect
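Infectious HCV cell culture screen: compound-treated cells (1,000/well, pre-plated 4 h) are infected with HCVcc-Cre at roughly 0.5 moi and grown 44 h. Infection is quantified by luciferase signal after 15 min substrate incubation at room temperature.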
HCMV inh: human cytomegalovirus inhibition | HFF cells, HCMV-luciferase reporter, 72 h; hits give low values | activity change, negative = inhibition, % at 57.5 µM | 4.5% of 410,000 active | AID 1259415; in the data active means activity change below about -60%; inconclusive means no clear call, values can overlap the other calls; inactive means above about -39%
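Inhibition of viral replication was scored as loss of reporter luminescence in HFFs infected with HCMV-luciferase (MOI 1 PFU/cell) for 72 h; compounds tested at 2 doses, normalized to buffer and Salinomycin controls.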
Sm TGR block: blocks Schistosoma mansoni thioredoxin glutathione reductase; Q962Y6; purified TGR, DTNB reduction, TNB absorbance 405 nm; Potency, µM (top dose mostly 114 µM), inactives show at the top dose activity change, negative = inhibition, hits mostly inhibitors; 3% of 360,000 active; AID 485364; further: potency means the concentration at half of the fitted maximal effect; nearly all actives have a fitted effect of over 60% in size
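Kinetic colorimetric format: TGR-catalysed, NADPH-driven DTNB reduction monitored via TNB absorbance. Enzyme dispensed at 20 nM; compound exposure 15 min at room temperature before reaction start.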
AMA1 RON2 block: disrupts binding of P. falciparum AMA1 to RON2; AlphaScreen AMA1-biotinylated RON2 peptide binding; Potency, µM (top dose mostly 58.2 µM), for inactives: top-dose activity change, negative = inhibition, usual class: inhibitors; 0.2% of 360,000 active; AID 720542;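 further: potency means the concentration at half of the fitted maximal effect; 0% = vehicle wells and -100% = peptide control; nearly all actives have a fitted effect of over 45% in size; some results filed as inactive show a strong effect at the top dose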
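AMA1 (3D7) with his tag at 25 nM final met compounds first, then biotinylated RON2 peptide at 25 nM; detection used donor plus acceptor beads, 10 µg/mL apiece, read by AlphaScreen after 30 min at room temperature.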
Giardia FBPA inh: inhibitors of Giardia lamblia fructose-1,6-bisphosphate aldolase; AID 2451; Potency, µM (highest dose often 59.6 µM), for the others: at the top dose activity, negative = inhibition, usual class: inhibitors; 0.71% of 290,000 active; purified Giardia FBPA; further: potency means the concentration at half of the fitted maximal effect; nearly all actives have a fitted effect of over 55% in size
Target sequence (A8B2U2 whole entry, looked up): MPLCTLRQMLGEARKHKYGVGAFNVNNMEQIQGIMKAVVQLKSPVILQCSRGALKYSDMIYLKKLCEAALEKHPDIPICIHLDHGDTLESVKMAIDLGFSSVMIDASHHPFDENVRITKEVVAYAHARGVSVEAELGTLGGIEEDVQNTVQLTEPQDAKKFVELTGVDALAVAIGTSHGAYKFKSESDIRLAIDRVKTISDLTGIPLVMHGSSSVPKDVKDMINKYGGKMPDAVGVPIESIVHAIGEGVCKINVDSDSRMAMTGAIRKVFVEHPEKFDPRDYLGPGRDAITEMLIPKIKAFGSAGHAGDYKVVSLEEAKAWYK
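Giardia FBPA (40 nM reagent) was preincubated 10 min at RT with compound (up to 57.5 uM final), then substrate plus GAPDH/TPI/NAD/arsenate coupling system with diaphorase/resazurin was added; resorufin fluorescence (525/598 nm) was read after 20 min.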
Active calls of the source: *; ? = inconclusive; / = no result given; [ ] = remark or other dose. Unless noted, the call rests on the fitted dose curve; in most records, active means well fitted curve in the direction sought with a large enough effect; inconclusive means small, poorly fitted or top-dose-only effect, or another doubt; inactive means no such curve, though single readings can be large; an effect the other way counts as inactive or inconclusive. Unless noted, on the % scale 0 is the no-effect control and ±100 the full control effect.

SMILES | AmpC inh detg | HCV inh | HCMV inh | Sm TGR block | AMA1 RON2 block | Giardia FBPA inh
COCCNC(=O)c1cccc(OC2CCN(C(C)COc3ccccc3)CC2)c1 (centres undefined) | -8.5% | -16.4% | 9.2 | 6.6% | 2.6% | 5.2%
Cc1ccc(-c2noc(-c3nnn(CC(=O)Nc4cc(C)cc(C)c4)c3N)n2)cc1 | -9.7% | / | 16.2 | -9.6% | / | /
COc1cc2cc(CCCOC(=O)c3ccc(C(F)(F)F)cc3)oc(=O)c2cc1OC | 1.9% | 0.3% | 14.7 | -31.9% | 3.9% | /
C#CCOCCOCCOCCNc1nc(N2CCN(C(=O)C([C@@H](C)O)n3cc([C@@H](N)CCCCN)nn3)CC2)nc(N2CCN(C(=O)[C@H](CC(N)=O)n3cc(C(N)[C@@H](C)CC)nn3)CC2)n1 (some centres undefined) | / | 10.6% | 5.3 | / | 3.9% | /
CCc1ccc2c(c1)[C@H]1OCC[C@H]1[C@@H](c1cccs1)N2 | 5.9% | ? | 177.0 | 2.3% | -2.5%[2.32 µM] | -6.7%
C=CCNC(=O)/C(C#N)=C/c1c(N2CCN(c3ccccc3)CC2)nc2c(C)cccn2c1=O | 1.4% | 15.0% | 9.2 | -11.0% | 9.9% | -2.2%
COc1ccc(Cl)cc1C(=O)OCC(=O)N(CC(C)C)c1c(N)n(Cc2ccccc2)c(=O)[nH]c1=O | ? | ? | ? | -6.1% | 6.5% | /
COc1ccccc1N1CCN(CCCn2c(=S)[nH]c3ccccc3c2=O)CC1 | -2.0% | -22.7% | ? | -0.6% | 52.8%[activator] | 17.5%
CCOC(=O)c1nc2cc3n(c(CC(C)C)c-2c1C)CC(C)=C3C | ? | -27.3% | -35.9 | 56.2µM* | 2.6% | -16.6%
NC(=O)c1ccc(N2CCNC(=O)C2)c([N+](=O)[O-])c1 | -0.5% | 6.8% | 5.1 | -1.3% | 3.7% | 3.4%
COc1ccc(C/C(=N\O)c2ccc(OC)cc2)cc1 | ? | -7.0% | 105.8 | 3.3% | -3.9% | 8.6%
CCn1cc(C(=O)N2CCCC(N3CCN(c4ccccc4C)CC3)C2)cn1 (centres undefined) | 0.2% | -6.5% | -25.2 | -25.7% | 5.1% | -4.2%
CC(=O)NC1=NN(C(C)=O)C(c2cccs2)S1 (centres undefined) | -8.2% | 2.8% | 21.7 | -12.4% | -13.2% | 4.2%
O=C(COC(=O)Cc1ccccc1F)NNC(=O)c1ccc(Cl)cc1 | 0.9% | 3.1% | -11.3 | 2.4% | 99.4%[activator] | /
COc1cc2ccccc2cc1C(=O)OCC(=O)c1c(N)n(C)c(=O)n(C)c1=O | 1.8% | -16.0% | -31.8 | 0.9% | 19.7% | /
COc1ccc(NC(=O)CN(c2ccc(OC)c(Cl)c2)S(=O)(=O)c2ccccc2)cc1 | ? | ? | ? | 3.5% | -0.9% | -6.0%
CCN(CCNC(=O)C1CCN(S(C)(=O)=O)CC1)c1ccccc1 | -0.8% | 2.1% | 138.6 | 0.7% | 0.2% | -7.1%
O=C(Nc1ccc2c(c1)OCCO2)c1cc(-n2cnnc2)ccc1Cl | 0.1% | -1.9% | -25.0 | -18.7% | 2.5% | -5.3%
CN(CC(=O)Nc1ccc(Cl)c(C(F)(F)F)c1)C(=O)CCN1C(=O)C2CC=CCC2C1=O (centres undefined) | ? | 5.2% | -25.5 | 3.1% | 4.2% | /
O=C(O)CC(c1ccccc1)n1cnnn1 (centres undefined) | ? | 7.5% | 2.8 | -16.0% | -29.7% | 6.3%
CC(C)NC(=O)CCCc1c[nH]c2ccccc12 | 8.1% | 21.8% | 9.6 | 5.8% | -3.1% | -21.5%
COc1ccc(S(=O)(=O)NC(C)C(=O)O)cc1 (centres undefined) | 4.5% | 16.3% | -0.8 | 3.3% | 0.5% | 6.4%
O=C(O)COc1ccc(/C=N/n2cnc3scc(-c4cccs4)c3c2=O)cc1 | ? | -7.8% | 26.0 | -8.5% | 5.7% | 4.1%
C/C(=N\NC(=O)c1nnn(-c2nonc2N)c1-c1ccccc1)c1ccco1 | -6.5% | -14.2% | 26.9 | -10.9% | 111.5%[activator] | /
Cn1c(N2CCC(C(N)=O)CC2)nc2c1c(=O)n(Cc1ccc(Br)cc1)c(=O)n2C | / | 15.9% | ? | / | -1.1% | /
CC(C)OCCCNC(=O)c1ccc2c(c1)S(=O)(=O)c1ccccc1C2=O | 1.5% | / | -0.4 | -8.5% | 18.4% | /
CCOC(=O)Nc1sc(C)c(C)c1C(N)=O | -1.8% | 6.6% | -10.8 | -3.6% | -3.9% | -1.9%
CC1Oc2ccccc2C=C1/C=N/NC(=O)c1ccccc1 (centres undefined) | 5.5% | ? | 44.0 | -6.4% | 16.4% | -3.5%
S=C1N(c2ccccc2)C(c2cccc3ccccc23)N2CCCN12 (centres undefined) | 5.9% | 16.0% | -8.0 | 5.8% | -1.9% | 9.0%
O=C(NCc1ccccn1)c1cccc(NS(=O)(=O)c2cccc(F)c2)c1 | 1.2% | 9.6% | -29.2 | -10.8% | -0.5% | 9.6%
Cn1c(=O)c2c(SCc3ccccc3)nc(C3CC3)nc2n(C)c1=O | -7.1% | -10.9% | -34.9 | 14.1% | -4.1% | 8.5%
O=C(NC(=S)NC1CCCCC1)c1ccccc1 | 3.4% | 3.7% | -97.6* | 1µM* | -1.9% | /
CCOC(=O)c1c(C)[nH]c(C)c1S(=O)(=O)N1CCN(c2ccc(Cl)cc2)CC1 | 6.5% | / | 7.1 | 0.8% | / | /
O=c1c2ccccc2nc(/C=C\c2ccccc2[N+](=O)[O-])n1-c1ccccc1O | 5.5% | -14.4% | 0.0 | 0.7% | -0.9% | -23.7%
CCN(CC)CCNC(=O)c1cc2c(=O)n(CC)c3ccccc3c2s1 | 1.0% | ? | 38.8 | -1.5% | 1.2% | 15.8%
Clc1ccc(/C=N/Nc2ncnc3ccccc23)cc1Cl | -0.6% | -0.2% | 116.9 | 12.5% | 4.4% | -1.4%

Random excerpt: 4 records from the list.
SMILES | AmpC inh detg | HCV inh | HCMV inh | Sm TGR block | AMA1 RON2 block | Giardia FBPA inh
O=c1c2ccccc2nc(/C=C\c2ccccc2[N+](=O)[O-])n1-c1ccccc1O | 5.5% | -14.4% | 0.0 | 0.7% | -0.9% | -23.7%
CCN(CC)CCNC(=O)c1cc2c(=O)n(CC)c3ccccc3c2s1 | 1.0% | ? | 38.8 | -1.5% | 1.2% | 15.8%
Clc1ccc(/C=N/Nc2ncnc3ccccc23)cc1Cl | -0.6% | -0.2% | 116.9 | 12.5% | 4.4% | -1.4%
CC(C)OCCCNC(=O)c1ccc2c(c1)S(=O)(=O)c1ccccc1C2=O | 1.5% | / | -0.4 | -8.5% | 18.4% | /

(list continues)
SMILES | AmpC inh detg | HCV inh | HCMV inh | Sm TGR block | AMA1 RON2 block | Giardia FBPA inh
O=C(CCS(=O)(=O)c1cc(Br)cc2c1N(C(=O)C1CC1)CC2)NCc1ccccc1Cl | 14.1% | / | -4.7 | 0.8% | / | /
CC1(C)Cc2c(sc3ncn4c(=S)[nH]nc4c23)CO1 | -3.2% | 15.5% | -16.9 | 3.5% | 100.5%[activator] | ?
COc1ccc(S(=O)(=O)N/N=C\c2ccccc2F)cc1 | -20.1% | 7.9% | 11.8 | 3.0% | 7.6% | -29.6%
CCc1cccc2c(N=O)c(O)[nH]c12 | ? | 0.7% | -10.9 | -17.9% | -18.4%[2.32 µM] | 1.0%
COc1cccc(C2c3c(oc4ccccc4c3=O)C(=O)N2CCCN2CCOCC2)c1 (centres undefined) | ? | ? | -9.2 | -21.7% | 6.8% | -1.6%
COC(=O)c1ccccc1NC(=O)C1CCN(S(C)(=O)=O)CC1 | -0.1% | -4.0% | 14.0 | -2.6% | -2.7% | 1.5%
O=C(O)COc1ccc(Br)cc1C(c1c(C(=O)O)[nH]c2ccccc12)c1c(C(=O)O)[nH]c2ccccc12 | -7.9% | 8.4% | / | ? | -14.7% | 8.1%
CC1CCN(c2c(NCc3ccc(C(=O)NCc4ccco4)cc3)c(=O)c2=O)CC1 | -0.1% | -5.3% | 10.1 | -3.8% | 8.9% | -7.4%
C=CCN1C(=O)c2ccc(C(=O)Nc3ccccn3)cc2C1=O | -11.5% | -5.9% | 2.7 | -0.7% | -14.5% | /
CCn1c(=O)c2cc(C(=O)NCC(OC)OC)sc2c2ccccc21 | -1.2% | ? | 21.5 | 1.2% | 13.1% | 15.4%
COc1ccc(C2/C(=C(/O)c3ccc4c(c3)CC(C)O4)C(=O)C(=O)N2Cc2ccncc2)cc1 (centres undefined) | -2.2% | 14.8% | 5.4 | -16.8% | -7.4% | 11.1%
Cc1nonc1CN(C)C(=O)c1cc(COc2ccc(F)cc2Cl)on1 | 1.5% | 0.4% | -7.7 | -0.5% | -8.0% | /

Two entries from above in a different format.
smiles	AmpC inh detg	HCV inh	HCMV inh	Sm TGR block	AMA1 RON2 block	Giardia FBPA inh
CCc1cccc2c(N=O)c(O)[nH]c12	?	0.7%	-10.9	-17.9%	-18.4%[2.32 µM]	1.0%
COc1cccc(C2c3c(oc4ccccc4c3=O)C(=O)N2CCCN2CCOCC2)c1 (centres undefined)	?	?	-9.2	-21.7%	6.8%	-1.6%

(listing goes on)
SMILES | AmpC inh detg | HCV inh | HCMV inh | Sm TGR block | AMA1 RON2 block | Giardia FBPA inh
O=C(CCNC(=O)Cn1cnc2ccccc2c1=O)NCC1CCCO1 (centres undefined) | -6.8% | 6.9% | -25.8 | -1.7% | -0.1% | -1.3%
O=C(c1ccc(S(=O)(=O)Nc2ccccc2)cc1)N1CCC1 | ? | 0.0% | 62.8 | 4.9% | -4.8% | /
COc1ccccc1NC(=O)Nc1ccc(Cl)c(S(=O)(=O)Nc2ccccc2OC)c1 | -4.3% | ? | 3.6 | -4.8% | 18.2% | -0.5%
CC1=C(C(=O)NC(C)CCc2ccccc2)C2(CCC(C)CC2)OC1=O (centres undefined) | ? | -5.4% | -18.2 | 0.3% | -8.4% | -0.8%
CC1(c2ccc3c(c2)OCO3)NC(=O)N(CC(=O)NCCC2=CCCCC2)C1=O (centres undefined) | -10.0% | ? | -3.3 | 0.0% | 0.3% | 0.1%
O=C(CSc1nnc2c(n1)[nH]c1ccccc12)Nc1ccc2c(c1)OCO2 | -0.9% | ? | -27.0 | -1.3% | -3.6% | -6.2%
O=C(N/N=C/c1cccs1)C(=O)Nc1cccc(Cl)c1 | ? | 5.4% | -12.3 | 3.5% | 1.0% | 1.3%
O=C(N[C@@H](Cc1ccccc1)C(=O)NC1CCCCCC1)c1ccco1 | -11.3% | -3.5% | 79.7 | 9.3% | -3.5% | -5.4%
COc1ccc(CC(=O)NCC2CCCN(Cc3ccc(SC)cc3)C2)cc1 (centres undefined) | -10.3% | -15.9% | 12.2 | 1.1% | -8.1% | 2.5%
S=C(Nc1cccc(Cl)c1)Nc1cccc2cnccc12 | 4.2% | ? | / | 25.1µM* | -9.8% | 0.251µM*
CCc1c(C)nc(N2CCN(Cc3ccc4c(c3)OCO4)CC2)[nH]c1=O | 2.7% | -7.3% | -9.6 | 26.1% | 8.3% | 14.3%

Screens from PubChem.
